H9c2 TAG inh: inhibitors of triacylglycerol accumulation, primary screen, cell-based, uHTS, fluorescence, H9c2. H9c2 cells, Nile Red lipid (TAG) fluorescence; cells loaded with 200 µM oleic acid. inhibition, % at 12.5 µM. actives 0.66% (n = 230,000);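 active = pattern-corrected inhibition of lipid staining of at least 50% with the nuclear-stain viability signal not falling by more than 50%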;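 note: 0% = DMSO wells and 100% = triacsin C control wells; some results filed as inactive read as strong as hits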
H9c2 TAG inh DAPI viability: recorded beside H9c2 TAG inh, whose call it bears; DAPI nuclei signal change (viability), lower = more cytotoxic, %;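 whole-well DAPI fluorescence read on a plate reader as a viability signal; minus 50 percent equals half of cells still viable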
Numbers without * were called inactive.

SMILES	H9c2 TAG inh	H9c2 TAG inh DAPI viability
COc1ccc(C(=O)N/N=C\c2coc3ccccc3c2=O)cc1	3	-3
COc1cc(C2C(=O)c3ccccc3C2=O)ccc1O	10	9
Cc1noc(C)c1CCC(=O)NC1CCCN(Cc2ccc(Cl)cc2)C1 (configuration not stated)	-4	-9
COc1ccc(CNC(=O)c2ccc(CS(=O)(=O)Cc3ccccc3F)o2)cc1	-11	9
O=C(c1ccccc1NS(=O)(=O)c1ccc(Br)s1)N1CCOCC1	10	-7
O=C(CSc1nnc(-c2ccccc2)n1-c1ccc(Cl)cc1)N/N=C/c1ccccc1C(=O)O	3	-2
CC(=O)N1CCN(c2ccc(NC(=O)c3ccc(Br)o3)cc2Cl)CC1	-14	-5
Cc1cc(N2CCN(C)CC2)nc2ccc(NC(=O)c3ccc4c(c3)OCO4)cc12	36	12
COCCNC(=O)c1cnn2c(C(F)F)cc(-c3ccccc3)nc12	19	6
CNC(=O)C[C@H]1C(=O)N(C2CCCCC2)C[C@@H]1c1ccc(Br)cc1	-14	9

Of the compounds above, these contain a furan ring, fused or not.
SMILES	H9c2 TAG inh	H9c2 TAG inh DAPI viability
COc1ccc(CNC(=O)c2ccc(CS(=O)(=O)Cc3ccccc3F)o2)cc1	-11	9
CC(=O)N1CCN(c2ccc(NC(=O)c3ccc(Br)o3)cc2Cl)CC1	-14	-5

The results go on.
SMILES	H9c2 TAG inh	H9c2 TAG inh DAPI viability
Cc1cccc(C2CN(C)CCc3c2cc(O)c(O)c3Cl)c1 (configuration not stated)	-7	-9
S=C(NCC(c1ccco1)N1CCCC1)Nc1ccccc1 (configuration not stated)	-6	2
Cc1cnnc2c1-c1nonc1CC2	-15	8
Cc1cc(C)c(S(=O)(=O)N(CC(=O)O)C2CCCCC2)c(C)c1	13	-2
Cc1ccc(S(=O)(=O)N(C)c2ccc(OC(=O)c3ccc(N4CCCC4=O)cc3)cc2)cc1	-10	2
Cc1ccc(C(=O)NC2CC3CCC(C2)N3C)cc1 (configuration not stated)	0	1
CC(=O)c1ccc(NC(=O)N2C3CCC2CC(O)(c2cccnc2)C3)cc1 (configuration not stated)	4	-1
COc1ccccc1C(C[N+](=O)[O-])c1c(N)n(C)c(=O)n(C)c1=O (configuration not stated)	52*	-39*
Cc1ccc(-c2cnc(C(O)c3cccc(Cl)c3)[nH]2)cc1 (configuration not stated)	-6	4
CCCN(C(=O)c1c(CC)noc1C)c1c(N)n(Cc2ccccc2)c(=O)[nH]c1=O	-16	10
O=C(CSc1nnnn1-c1ccccc1)Nc1ncc(Cc2cc(Cl)ccc2Cl)s1	8	1
Cn1cc(C[C@H](NC(=O)OC(C)(C)C)C(=O)N[C@@H](CO)Cc2ccccc2)c2ccccc21	23	0
Cc1ccc(N(C)S(=O)(=O)c2cccc(C(=O)OCC(=O)N(C)Cc3ccccc3)c2)cc1	-3	1
Cc1ccc(C(C(=O)NC2CCCCC2)N(Cc2ccco2)C(=O)Cn2cnc3ccccc32)cc1 (configuration not stated)	2	1
Cc1ccc(C2=NCCn3nc4cc(C(F)(F)F)ccc4c32)cc1	10	-2
O=C(c1cccc(N2C(=O)C3CC=CCC3C2=O)c1)N1CCCc2ccccc21 (configuration not stated)	-7	0
COc1cccc(-n2cc(CN(C)Cc3nc(Cc4cccc(F)c4)no3)cn2)c1	-4	-6
O=C(Cc1ccsc1)NCC(=O)Nc1ccc(F)c(F)c1	-11	-2
Cc1ccccc1NC(=O)Nc1cnccn1	10	1
Oc1ccc(Br)cc1/C=N/n1c(-c2ccccc2)n[nH]c1=S	-5	8
FC(F)(F)c1nnc2ccc(N3CCCCC3)nn12	-7	4
CCCCNC(=O)c1ccc(-n2c(=S)[nH]c3ccccc3c2=O)cc1	0	1
c1ccc2c(c1)CCCN2Cc1nnnn1C1CCCC1	-1	16
N#CC(C#N)C(c1ccsc1)c1c(-c2ccccc2)[nH][nH]c1=O (configuration not stated)	-24	1
COc1ccc(OC)c(NC(=O)[C@H]2CC=CC[C@H]2C(=O)O)c1	-10	-5
Cc1nccn1CC(=O)N/N=C/c1c[nH]c2ccccc12	9	3
Cc1cc2occ(CC(=O)NC3(C)CCS(=O)(=O)C3)c2cc1C (configuration not stated)	-24	3
CCOc1ccc(C2NC(=O)C(C#N)=C(S)N2c2cccc(C)c2)cc1OC (configuration not stated)	-31	-2
C=CCOc1ccc(C2OC34CCCCC3C(C#N)(C#N)C2(C#N)C(=N)O4)cc1 (configuration not stated)	-5	2
CCCCC(CC)CNC(=O)CN(C)S(=O)(=O)c1cccc2nsnc12 (configuration not stated)	2	-15
CCn1c(SCC(=O)NC(C)(C)C)nc(O)cc1=O	9	-4
O=C(CN1C(=O)c2ccccc2S1(=O)=O)N1CCN(Cc2ccc3c(c2)OCO3)CC1	-8	11
C/C(=C\C=C\c1ccccc1)C(=O)c1c(C)cc(C)[nH]c1=O	-2	5
COc1cc(/C=C/C(=O)OCC(=O)c2ccc(S(=O)(=O)N3CCCCC3)cc2)cc(OC)c1OC	7	-13
Cc1c(C(=O)O)cc(C(C)(C)C)n1CCSCCO	0	-5
NS(=O)(=O)c1ccc(Cl)c(S(N)(=O)=O)c1	-11	3
Cc1ccc(S(=O)(=O)N2CCN(C(=O)COC(=O)c3cccnc3Cl)CC2)c(C)c1	22	-9
O=C(NNS(=O)(=O)c1ccc(F)cc1)c1ccc(O)cc1	8	-7
CC(=O)Nc1cncc(-c2cccc(C(=O)NCCN(C)C)c2)n1	-4	7
CCCOc1ccc(F)cc1-c1cc(C(=O)NCc2ccc(F)cc2)[nH]n1	-4	1
C[C@@H]1CCCCO[C@H](CN(C)Cc2ccc3c(c2)OCO3)[C@@H](C)CN([C@H](C)CO)C(=O)c2cc(NC(=O)c3ccccc3)ccc2O1	16	-9
CC(C)(C)c1ccc(-c2nnc(SCC(=O)NC3CCS(=O)(=O)C3)n2N)cc1 (configuration not stated)	3	-8
CCCOC(=O)C1=C(C)NC2=C(C(=O)CCC2)C1c1cccs1 (configuration not stated)	-25	3
O=C(CCS(=O)(=O)c1cc(Br)cc2c1N(C(=O)C1CC1)CC2)NCC1CCCO1 (configuration not stated)	3	-5
CC(=O)Nc1cccc(NC(=O)CSc2nc(=O)n(CCN3CCOCC3)c3c2CCC3)c1	15	-3
NC(=O)c1cc(-c2ccccc2)nc(Oc2ccccc2)n1	-14	-4
Cc1ccc(-n2ncc3c(NCc4ccccc4)ncnc32)cc1	-30	7
O=C(Nc1ccc(N2CCN(C(=O)c3ccccc3)CC2)cc1)c1cc2ccccc2o1	21	6
O=C(Nc1ccccc1)C1CC(=O)N(C2CCCCC2)C1 (configuration not stated)	1	0
O=c1[nH]c(=O)n(C2CC(O)C(CO)O2)cc1Br (configuration not stated)	0	10

New compounds follow:
SMILES	H9c2 TAG inh	H9c2 TAG inh DAPI viability
CCn1c(Cc2ccccc2)nnc1SCC(=O)c1c(N)n(C2CC2)c(=O)[nH]c1=O	9	-9
CCOC(=O)c1c(C)n(C)c2ccc(OCCN(C)C)cc12	2	9
CC(C)NC(=O)COc1coc(CN2CCN(C(=O)c3ccco3)CC2)cc1=O	-4	-4
O=C(Nc1ccc(Cl)cc1)NC1CCCCC1	-15	5
CCN(CC)CCNC(=O)c1ccc(NC(=O)c2ccc(S(=O)(=O)N3CCCC3)cc2)cc1	-10	11
Cc1ccc(S(=O)(=O)N2CCC[C@H]2C(=O)Nc2ccc(F)cc2C)cc1	-31	-5
CC1(C)C[C@H]2C3=CCC4[C@@]5(C)CC[C@H](O)C(C)(C)C5CC[C@@]4(C)[C@]3(C)[C@@H](O)[C@@H](O)[C@@]2(CO)[C@@H](O)[C@@H]1O (some centres not stated)	18	5
COC(=O)c1ccc(CN2CCN(CC=C(C)C)C(CCO)C2)cc1 (configuration not stated)	-4	-12
OC1C2CN3CCN(C2)CC1(Cc1ccccc1)C3 (configuration not stated)	5	-5
CN1CCN(c2cc(C(F)(F)F)nc(-c3ccccn3)n2)CC1	5	1

Four neighbouring entries already listed, quoted:
SMILES	H9c2 TAG inh	H9c2 TAG inh DAPI viability
Cc1ccc(S(=O)(=O)N2CCC[C@H]2C(=O)Nc2ccc(F)cc2C)cc1	-31	-5
CC1(C)C[C@H]2C3=CCC4[C@@]5(C)CC[C@H](O)C(C)(C)C5CC[C@@]4(C)[C@]3(C)[C@@H](O)[C@@H](O)[C@@]2(CO)[C@@H](O)[C@@H]1O (some centres not stated)	18	5
COC(=O)c1ccc(CN2CCN(CC=C(C)C)C(CCO)C2)cc1 (configuration not stated)	-4	-12
OC1C2CN3CCN(C2)CC1(Cc1ccccc1)C3 (configuration not stated)	5	-5

Continued.
SMILES	H9c2 TAG inh	H9c2 TAG inh DAPI viability
COC(=O)c1cc2c(s1)-c1ccccc1CC2	-6	14
COc1ccc(C(=O)CCC(=O)Nc2ccc(N3CCN(C)CC3)cc2)cc1OC	14	9
Cc1cccc(NC(=O)c2ccccc2-c2ccccc2)c1	-18	-4
Cc1oc(-c2ccccc2Cl)nc1CS(=O)(=O)CC(=O)NC1CCCC1	-6	1
O=C(NCCCN1CCOCC1)C1CCN(S(=O)(=O)c2cccc(C(F)(F)F)c2)CC1	2	-1
O=C(C[C@H]1C[C@H](C(=O)N2CCOCC2)[C@@]2(CCC3CCCC3)c3[nH]c4ccc(Cl)cc4c3CCN2C1=O)NCCc1ccccn1	1	-3
COc1cccc(CNC(=O)CSCc2cnn(-c3ccccc3)c2-n2cccc2)c1OC	-12	12
Cc1c(NC(=O)c2cc3ccccc3o2)cccc1-n1cnnn1	8	-7
CNc1cccc(-c2c(OC)cccc2OC)n1	12	-10
N#Cc1ccc(OCC(=O)Nc2cccc(S(=O)(=O)NC3=NCCCCC3)c2)cc1	-6	3
O=C(CS(=O)(=O)Cc1ccccc1)Nc1nc2c(s1)CCCC2	-17	13
COc1ccc(C(=O)N2CCCN(C)CC2)cc1S(=O)(=O)N(C)Cc1ccccc1	6	0
Cc1ccc(-c2nc3ccccc3n2C)o1	-31	-5
NS(=O)(=O)c1cc(C(=O)OCC(=O)NC2CCCCCCC2)ccc1Cl	-2	2
Cc1nc(SCC(=O)NCCN2C(=O)CSC2=O)nc(C)c1C	7	-4
CCN1C(=O)C(=O)N(CC(=O)Nc2ccccc2OC(F)F)C1=O	4	-5
CC1=C(C(=O)OC(C)C)C(c2ccccc2Cl)CC(=O)N1 (configuration not stated)	-4	-7
O=C(CSc1ccccc1)Nc1cccc(S(=O)(=O)N2CCCCC2)c1	-28	-3
Cc1ccccc1C(=O)N1CCN(C(c2ccccc2)c2ccccc2)CC1	-12	-8
CC(=O)Nc1ccc(NC(=O)CS(=O)(=O)c2cn(CC(=O)N3CCCCC3)c3ccccc23)cc1	-17	5

Shown with each value named: 4 of the compounds above
> Cc1ccc(-c2nc3ccccc3n2C)o1
  H9c2 TAG inh = -31
  H9c2 TAG inh DAPI viability = -5
> CC(=O)Nc1ccc(NC(=O)CS(=O)(=O)c2cn(CC(=O)N3CCCCC3)c3ccccc23)cc1
  H9c2 TAG inh = -17
  H9c2 TAG inh DAPI viability = 5
> CC1=C(C(=O)OC(C)C)C(c2ccccc2Cl)CC(=O)N1 (configuration not stated)
  H9c2 TAG inh = -4
  H9c2 TAG inh DAPI viability = -7
> O=C(CS(=O)(=O)Cc1ccccc1)Nc1nc2c(s1)CCCC2
  H9c2 TAG inh = -17
  H9c2 TAG inh DAPI viability = 13

Later entries.
SMILES	H9c2 TAG inh	H9c2 TAG inh DAPI viability
NC(=O)c1ccc(NC(=O)C2CC(=O)N(c3ccc4c(c3)OCCO4)C2)cc1 (configuration not stated)	-52	-2
Nc1cccc(S(=O)(=O)Nc2ccccc2)c1	-10	15
O=C(O)C1(c2ccccc2)CCC(Nc2ccccc2)C1 (configuration not stated)	-1	1
CCN(CC)c1ncnc2c1cnn2Cc1ccc(Cl)cc1	-9	-1
O=C(CNS(=O)(=O)c1ccccc1)NNC(=O)C(Cl)Cl	13	-11
Cc1ccc(C)c(NC(=S)/C(=C(\[O-])c2ccc(OC(F)F)cc2)[n+]2ccccc2)c1	-1	5
O=C(COC(=O)C1CCC1)c1c[nH]c2ccccc12	-6	4
CCOc1ccc(NC(=O)CSc2nnc(-c3ccccc3)n2N)cc1	9	-3
NC(=O)c1ccccc1NC(=O)CCCN1C(=O)CCC1=O	5	-10
COc1ccccc1C(=O)N1CCCN(C(=O)c2ccccc2OC)CC1	-17	6
COc1ccc(-c2ccc(OC)c([C@H]3[C@H]4C=CC[C@@H](C)[C@@H]4C(=O)N3Cc3ccccc3)c2)cc1	-2	6
Cc1cc(Nc2ccccc2)n(-c2ccccc2)n1	1	3
CCCS(=O)(=O)NC(=O)C1(C)CCN(C(=O)c2cc(C)nn2C(C)(C)C)C1 (configuration not stated)	8	-4
c1ccc(CN2CCOCCOCCOCC2)cc1	10	-7
Cc1nc(N)c(C#N)c(-c2ccc3c(c2)OCO3)c1C	-11	11
COc1cccc(/C=N/NC(=O)c2[nH]c(C)c(C(=O)N/N=C/c3cccc(OC)c3O)c2C)c1O	22	-27
C#CCn1c(=NC(=O)c2ccc(Br)s2)sc2cc(NC(C)=O)ccc21	7	36
CCCOc1ccc(F)cc1-c1cc(C(=O)NCc2ccccc2OC)[nH]n1	2	3
O=C(O)c1cc2n(n1)C(C(F)(F)F)CC(c1ccccc1)N2 (configuration not stated)	12	-5
CCOC(=O)c1nc2sc3c(c2c(=O)[nH]1)CCC(C)C3 (configuration not stated)	17	-7
Cc1ccccc1-n1c(SCC(=O)c2c(N)n(C)c(=O)n(C)c2=O)nnc1-c1cccnc1	-2	-7
O=C(CSc1nnc(-c2csc3c2CCCC3)o1)Nc1ccccc1	15	-1
CCn1c2ccccc2c2cc(NC(=O)Cc3ccc(S(=O)(=O)N4CCOCC4)s3)ccc21	28	-8
CC1CCCCC1NC(=O)c1nnc(Cc2ccc(Cl)cc2)o1 (configuration not stated)	-11	-6
COC(=O)/C=C1/SC(=Nc2ccc(Cl)c(Cl)c2)NC1=O	2	5
O=C(C[n+]1cc(-c2ccc(Cl)c(Cl)c2)n2c1CCC2)c1cccs1	-6	2
Cn1c(=O)c2cc(NC(=O)NCCc3ccccc3)ccc2n1Cc1ccc(F)cc1	-14	24
CN(CC(=O)Nc1cccc(F)c1)C(=O)CCCc1c[nH]c2ccccc12	-23	-6

Source: PubChem

A portion of the library, so the mix of outcomes need not match the whole.
